Source: PubChem (National Center for Advancing Translational Sciences (NCATS))
EPAC2 antag – EPAC2 (human) antagonism. EPAC2 GEF exchange of Rap1B-BODIPY-GDP, fluorescence. Potency, µM (highest dose often 114 µM), without a hit: at the highest dose activity, negative = inhibition, hits mostly inhibitors. 0.18% of 360,000 active. AID 720708; note: potency is the fitted concentration of half-maximal effect; % is set by controls: 0 for no effect and ±100 for the full control effect; nearly all actives have a fitted effect of over 45% in size; many of its hits are not listed in these tables
D3 ag – agonists of human D3 dopamine receptor. max activation, %. D3R DiscoveRx beta-arrestin cells, luminescence, 90 min. 0.58% of 410,000 active; in the data active = max activation above about 30%; note: 0% is about no effect; mostly tested at two doses, the higher about 12 µM
Target sequence (P35462 whole entry, looked up): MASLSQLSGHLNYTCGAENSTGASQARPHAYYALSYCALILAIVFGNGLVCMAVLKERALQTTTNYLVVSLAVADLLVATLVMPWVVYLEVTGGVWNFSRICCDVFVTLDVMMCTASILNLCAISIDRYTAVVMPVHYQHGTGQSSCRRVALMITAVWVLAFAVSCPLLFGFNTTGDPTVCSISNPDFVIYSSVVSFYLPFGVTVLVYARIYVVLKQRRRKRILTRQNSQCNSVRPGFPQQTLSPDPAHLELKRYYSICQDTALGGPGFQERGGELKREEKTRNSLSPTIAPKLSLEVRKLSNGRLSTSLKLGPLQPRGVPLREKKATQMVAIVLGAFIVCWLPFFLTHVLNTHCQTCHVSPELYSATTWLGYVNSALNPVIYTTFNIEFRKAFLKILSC
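Agonist mode: compounds and dopamine controls were applied to plated cells for 90 min at 37 degrees C after an overnight attachment at 1500 cells/well. Luminescent read-out followed 30 - 60 minutes at room temperature with DiscoveRx detection reagent.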
aSyn yeast inh – rescues yeast growth from alpha-synuclein toxicity; Yeast expressing alpha-synuclein, growth rescue, BacTiter-Glo, 24 h; Potency, µM (titrated, usually from 46.1 µM), without a hit: top-dose growth rescue (activation), most hits filed as activators; 0.14% of 370,000 active; AID 652106; note: potency is the fitted concentration of half-maximal effect; % of control where 0% means no effect; nearly all actives have a fitted effect of over 65% in size
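Readout is rescue of growth in alpha-synuclein-expressing yeast, so inhibitors of toxicity appear as activators. Growth after 24 hr at 30 deg C in galactose medium is quantified by luminescence.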
TDP-43 yeast inh – rescues yeast growth from TDP-43 toxicity; TDP-43 expressing yeast growth rescue, BacTiter-Glo, 24 h; Potency, µM (series often up to 46.1 µM), inactives show at the highest dose growth rescue (activation), usual class: activators; 1.8% of 410,000 active; note: potency is the fitted concentration of half-maximal effect; % of control where 0% means no effect; nearly all actives have a fitted effect of over 50% in size
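Luminescence from BacTiter-Glo reports growth of TDP-43-expressing yeast after 24 hr at 30 deg C with compound. Cells were raffinose-pregrown to mid-log, then seeded in galactose medium at OD600=0.02.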
FUS suppressor – FUS proteinopathy suppression in yeast; 0.24% of 390,000 active; Potency, µM (titrated, usually from 76.6 µM), inactives show top-dose growth rescue (activation), usual class: activators; S. cerevisiae FUS-expressing, growth rescue, OD600, 24 h;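 note: potency is the fitted concentration of half-maximal effect; plate controls were DMSO vehicle for no effect and reference control for full effect; nearly all actives have a fitted effect of over 55% in size; some results filed as inactive show a strong effect at the top dose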
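Yeast expressing FUS under galactose induction, OD 0.005 in 2% galactose medium; compounds in a dilution series, 24 h at 30C. Growth rescue by absorbance at 600 nm; CP55940 positive control, DMSO negative.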
Abeta rescue – compounds reversing amyloid beta toxicity in yeast; yeast expressing A-beta42, growth rescue, OD600, 48 h; response scale: 0% DMSO, 100% iron-clioquinol control; Potency, µM (series often up to 46.1 µM), for inactives: top-dose growth rescue, actives largely listed as activators; 0.063% of 410,000 active; AID 1347071; note: potency is the fitted concentration of half-maximal effect; nearly all actives have a fitted effect of over 55% in size
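Growth rescue measured by 600 nm absorbance after 48 h yeast culture at 30 C with compound. Values normalized between DMSO and an equimolar ferric chloride plus clioquinol control.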
EPAC2 agonist – EPAC2 (human) agonism; Q8WZA2; EPAC2 activation, biochemical qHTS; response scale: 100% = 6.5 mM cAMP response; Potency, µM (titrated, usually from 154 µM), inactives show at the highest dose activation, actives largely listed as activators; 0.079% of 360,000 active; AID 720711; note: potency is the fitted concentration of half-maximal effect; nearly all actives have a fitted effect of over 50% in size
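Compounds were added across a concentration range to EPAC2 (100 nM), RAP1B-BODIPY-GDP (250 nM) and GDP (50 uM). After 5 min at room temperature, fluorescence was recorded at 5-min intervals for 30 min.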
D3 antag – blocks the human D3 dopamine receptor; D3R cells, DiscoveRx beta-arrestin luminescence, antagonist mode; hits give low values; max response, negative = inhibition, %; 2.5% of 360,000 active; AID 652054; in the data active = max response below about -50%; inconclusive = no clear call, values can overlap the other calls; note: % is set by controls: 0 for no effect and ±100 for the full control effect; mostly tested at two doses, the higher about 12 µM
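Cells expressing the human receptor were seeded at 1500 cells/well, incubated overnight at 37 degrees C in 5% CO2, then exposed to library compounds with dopamine controls for 90 minutes at 37 degrees C before luminescent detection.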
An asterisk follows results filed as active; ? = inconclusive; · = not tested or not shown; [ ] = another dose, or the depositor's remark. Unless noted, calls come from the whole dose curve; as a rule, active = well fitted curve in the direction sought with a large enough effect; inconclusive = small, poorly fitted or top-dose-only effect, or another doubt; inactive = no such curve, though single readings can be large; an effect the other way counts as inactive or inconclusive. Some of the compounds tested; the hit share may differ from the screen's.

SMILES	EPAC2 antag	D3 ag	aSyn yeast inh	TDP-43 yeast inh	FUS suppressor	Abeta rescue	EPAC2 agonist	D3 antag
O=C(Nc1cccc(F)c1)NC1(C(=O)N2CCN3CCCC3C2)CCCCC1 (stereo unspecified)	-6%	-11	-7%	6%	9%	12%	5%	-14
COCCNC(=O)C(c1ccc(F)cc1)N(CCOC)C(=O)CCC(=O)Nc1ccccn1 (stereo unspecified)	9%	-4	2%	-13%	-24%	-12%	-2%	13
Cc1nc(CN(C)C(=O)c2cc(COc3c(F)cccc3F)on2)cs1	3%	-7	-3%	16%	7%	-12%	5%	0
COc1cccc(-n2c(O)c(C=NCc3ccccn3)c3ccccc3c2=O)c1	5%	10	0%	-5%	7%	-2%	5%	-11
COCCCN(C(=S)NC(=O)c1ccc(Br)cc1)c1c(N)n(Cc2ccccc2)c(=O)[nH]c1=O	10%	9	1%	15%	?	20%	6%	-19
CN(C(=O)c1ccncc1)C1CCCCC1	3%	-6	2%	6%	-2%	1%	-3%	2
COc1cccc(N2[C@@H](CC(C)=O)c3ccc(/C=C/C(C)=O)cc3S2(=O)=O)c1	-1%	-5	5%	2%	12%	-27%	10%	4
N#Cc1c[nH]n2c(NC3CCCC3)c(-c3cccc(Br)c3)nc12	·	-1	·	0%[9.22 µM]	-1%	13%	·	·
COc1ccc(OC)c(CNC(=O)CCCc2cn(C)c3ccccc23)c1	?	-4	6%	14%	13%	14%	2%	-10
C=CCOc1ccccc1CN(C(=O)CCl)c1ccc2c(c1)OCO2	13µM*	1	10%	27%	27%	-4%	10%	10

Copied from the list:
In TDP-43 yeast inh, COCCCN(C(=S)NC(=O)c1ccc(Br)cc1)c1c(N)n(Cc2ccccc2)c(=O)[nH]c1=O has the entry 15%
In Abeta rescue, O=C(Nc1cccc(F)c1)NC1(C(=O)N2CCN3CCCC3C2)CCCCC1 (stereo unspecified) has the entry 12%
In aSyn yeast inh, COc1ccc(OC)c(CNC(=O)CCCc2cn(C)c3ccccc23)c1 has the entry 6%

(listing goes on)
SMILES	EPAC2 antag	D3 ag	aSyn yeast inh	TDP-43 yeast inh	FUS suppressor	Abeta rescue	EPAC2 agonist	D3 antag
CCOC(=O)Cc1cnc(N)s1	10%	-7	-1%	-4%	12%	-2%	-5%	-22
CN(C)c1ccc(N/C=C/C(=O)C(F)(F)F)cc1	6%	3	-9%	-6%	1%	-13%	8%	-14
CCc1nn(CC(=O)N2CCN(C)CC2)c(=O)c2cccn12	-3%	-1	-8%	0%	-23%	-10%	18%	0
Cc1cccc(COC(=O)CCCNC(=O)c2ccc(Cl)cc2)c1	-22%	3	-1%[1.84 µM]	0%	38%	-54%[inhibitor]	16%	-12
C=C(C)CC1Nc2ccccc2NC1CC(=C)C (stereo unspecified)	-5%	-2	20%	-8%	?	-27%	0%	-5
CCCCOc1ccc(C(=O)NCc2nnnn2-c2ccc(C)c(C)c2)cc1	·	6	·	20µM*	42%	-1%	·	·
CS(=O)(=O)N(CC(=O)NC1CCCCC1)Cc1ccc(Cl)cc1	2%	-1	6%	-11%	17%	9%	9%	7
COc1cccc(OCCSc2nc3ccccc3c(=O)[nH]2)c1	0%	4	1%	?	-8%	-10%	-8%	-5
COc1ccc(/C=N/NC(=O)c2ccc(-n3cnnn3)cc2)cc1	5%	4	5%	-8%	-3%	-1%	-5%	8
COc1ccc(Cl)cc1NC(=O)c1ocnc1C	7%	6	9%	-3%	23%	-15%	3%	-20
CC(=O)c1cccc(NC(=O)CN(Cc2ccccc2)S(C)(=O)=O)c1	-4%	-15	-4%	-15%	6%	4%	13%	-21
COC(=O)[C@@H](NC(=O)N1CCC(C)CC1)C(C)C	-3%	9	-3%	-3%	-4%	8%	7%	-11
COc1ccccc1N1CCN(CCC(=O)Nc2ccc(F)cc2)CC1	2%	-18	2%	8%	-8%	18%	6%	-98*
COc1ccc(CCN2CC(C(=O)NCc3cccc4[nH]ccc34)CCC2=O)cc1 (stereo unspecified)	15%	3	0%	4%	9%	1%	2%	2
CCOc1ccc(-c2nnn(CC(=O)NCc3ccc4c(c3)OCO4)n2)cc1	-15%	-8	-3%	2%	?	-9%	-4%	0
CN(C)c1ccc2c(O)cc(=O)n(C)c2c1	3%	-3	5%	-27%	30%	-4%	-4%	26
Cc1cccc(N(C)C(=O)c2cc3cc4ccc(C)cc4nc3o2)c1	0%	-2	2%	3%	-12%	-6%	8%	11
O=C(CNC(=O)c1cc(Cl)nc2ccccc12)Nc1ccccc1Br	10%	0	-7%	1%	·	2%	5%	-6
Nc1nc(SCC(=O)Nc2ccc(Cl)c(S(=O)(=O)N3CCOCC3)c2)n[nH]1	4%	1	-7%	14%	-14%	4%	6%	8
CC1=C(C(=O)OC(C)C)C(c2ccncc2)n2ncnc2N1 (stereo unspecified)	11%	2	-10%	-1%	-8%	5%	0%[15.6 µM]	24
CCO[C@@H]1OC(C(=O)N2CCN(Cc3ccc4c(c3)OCO4)CC2)=C[C@H](c2ccc3c(c2)OCO3)[C@H]1CCCO	8%	-15	-1%	4%	-9%	-12%	9%	15
CCn1c(-c2ccccc2)c(C(=O)CC#N)c2ccccc21	-11%	-5	-3%	-14%	18%	9%	18%	-29
COc1cccc(C2CC(=O)Nc3cc4c(cc32)OCO4)c1OC(C)C (stereo unspecified)	·	8	·	12%	-25%	11%	·	·
Cc1cccc(NS(=O)(=O)c2coc(C(N)=O)c2)c1C	14%	2	-8%	3%	0%	-24%	2%	-3
CS(=O)(=O)Cc1nc2ccccc2n1CC(=O)Nc1cccc(S(=O)(=O)N2CCCC2)c1	-3%	-1	3%[1.84 µM]	7%	43%	7%	7%	3
COc1ccc(OC)c(NC(=O)C2CCCCC2C(=O)O)c1 (stereo unspecified)	-1%	-5	-2%	-3%	-4%	7%	-5%	-29
N/C(=N/O)c1ccccc1N1CCC(Cc2ccccc2)CC1	-29%	1	-7%	4%	-14%	5%	7%	-1
CCOC(=O)N1CCN(c2c(Nc3cc(C)[nH]n3)c(=O)c2=O)CC1	-10%	2	3%	9%	4%	1%	4%	-27
COCc1c(C(=O)Nc2ccc(C)c(S(=O)(=O)N3CCOCC3)c2)oc2ccccc12	-9%	1	5%	?	·	5%	9%	85
O=C(CC(Cc1ccccc1)c1ccco1)NCc1ccco1 (stereo unspecified)	6%	0	7%	21%	10%	4%	16%	-13
O=c1c2ccccc2nnn1Cc1ccc2ccccc2c1	-6%	-4	17%	?	5%	0%	9%	0
O=C(CSc1nncn2c1cc1occc12)Nc1ccccc1C(F)(F)F	·	-13	·	0%	-2%	-5%	·	·
O=C(c1ccc2oc(CCCc3ccccc3)nc2c1)N1CCCC(CCCO)C1 (stereo unspecified)	-5%	3	4%	14%	24%	0%	3%	12
COc1cccc(CNS(=O)(=O)c2cc(-c3cc(C)no3)ccc2C(C)C)c1	-14%	-8	12%	2%	31%	-6%	4%	?
Cc1ccc(-c2cc(NC(=O)C(C)Oc3ccccc3F)on2)cc1 (stereo unspecified)	·	-17	·	12%	-13%	14%	·	·
CCOc1cc(C(=O)N2CCN(c3ccccc3)CC2)cc(OCC)c1OCC	-1%	-4	-2%	26%	25%	-15%	-4%	11
Fc1ccc(-c2cc(C(F)(F)F)n3ncnc3n2)cc1	16%	2	-21%	0%	-37%	10%	-1%	-7
CCc1ccccc1NS(=O)(=O)c1ccc2c(c1)NC(=O)CC(=O)N2	-2%	1	-1%	7%	·	5%	11%	7
CC(C)c1ccc(NC(=O)CSc2nc3ncccc3[nH]2)cc1	-5%	-15	-15%	4%	10%	·	14%	-10
CCN(CC)c1ncnc2c1ncn2[C@H]1CN(Cc2ccc(-c3ccccc3)cc2)C[C@@H](CO)O1	5%	17	?	2%	28µM*	-12%	2%	51
CCC(C(=O)NCCCN(CC)CC)n1ncn2c(cc3occc32)c1=O (stereo unspecified)	·	-6	·	2%	-16%	-8%	·	·
CC(=O)Nc1cccc(OCC(=O)Nc2sccc2C(N)=O)c1	15%	2	-6%	13%	13%	7%	10%	-6
CNc1snc(C)c1C(=O)OC(C)C(=O)Nc1cccc(C)c1 (stereo unspecified)	1%	8	-13%	7%	·	3%	-7%	6
Nc1nc2c(Br)ccc(Br)c2cc1C(=O)NCCc1ccccc1	-2%	-6	-10%	9%	-11%	-17%	5%	?
CC1(C)[C@H]2CC=C(CN3CCC(N4CCC(C(=O)N5CCCC5)CC4)CC3)[C@@H]1C2	2%	-2	-1%	-10%	12%	-7%	-3%	-4
Nc1ccccc1C(=O)N1O[C@@H]2C=C[C@H]1C2	-16%	-7	8%	12%	-2%	-11%	-5%	0
Cc1sc2ncn(CC(=O)Nc3ccc(F)cc3Cl)c(=O)c2c1S(=O)(=O)N1CCN(c2ncccn2)CC1	·	8	·	30%	0%	3%	·	·
Cc1csc2nc(COC(=O)c3ccc(Cl)c([N+](=O)[O-])c3)cc(=O)n12	1%	-1	3%	-17%	-1%	-2%	0%	-12
O=C(NNC(=S)Nc1ccccc1C(F)(F)F)C1CC1	-7%	5	-3%	-2%	14%	4%	2%	-16
Cc1ccc(NC(C(=O)c2ccccc2)c2ccccc2)cc1 (stereo unspecified)	-11%	-6	-10%	-96%[inhibitor]	9%	1%	18%	1
Further entries:
SMILES	EPAC2 antag	D3 ag	aSyn yeast inh	TDP-43 yeast inh	FUS suppressor	Abeta rescue	EPAC2 agonist	D3 antag
CC(C)(C)OC(=O)NCCc1nc(NC(=O)OCc2ccccc2)sc1C(=O)O	3%	4	8%	18%	-13%	-9%	2%	22
O=C(OCc1ccc([N+](=O)[O-])cc1)c1ccc(N2CCCC2)c([N+](=O)[O-])c1	8%	1	7%	16%	12%	4%	-1%	-4
O=C(NCc1ccco1)/C(=C/c1ccc([N+](=O)[O-])cc1)NC(=O)c1ccco1	-5%	5	0%	8%	0%	-2%	7%	-1
O=C(COC(=O)c1cc[n+]([O-])cc1)Nc1ccccc1Cl	0%	3	0%	-7%	4%	-10%	10%	9
CCOC(=O)c1c2c(c(=S)n(-c3ccccc3)c1N)CCC2	-18%	-1	-6%	23%	39%	-30%	7%	18

An excerpt from above in order of SMILES length, low to high:
SMILES	EPAC2 antag	D3 ag	aSyn yeast inh	TDP-43 yeast inh	FUS suppressor	Abeta rescue	EPAC2 agonist	D3 antag
CC(C)(C)OC(=O)NCCc1nc(NC(=O)OCc2ccccc2)sc1C(=O)O	3%	4	8%	18%	-13%	-9%	2%	22
O=C(NCc1ccco1)/C(=C/c1ccc([N+](=O)[O-])cc1)NC(=O)c1ccco1	-5%	5	0%	8%	0%	-2%	7%	-1
O=C(OCc1ccc([N+](=O)[O-])cc1)c1ccc(N2CCCC2)c([N+](=O)[O-])c1	8%	1	7%	16%	12%	4%	-1%	-4
